Tau ThT inhib – tau fibrillization inhibition (ThT binding); recombinant tau K18 P301L, heparin-induced fibrillization, ThT fluorescence; Potency, µM (doses to about 57.4 µM), without a hit: at the top dose activity, negative = inhibition, usual class: inhibitors; 270,000 tested, 2.1% active; AID 1460; further: on the % scale 0 is the no-effect control and ±100 the full control effect; nearly all actives have a fitted effect of over 55% in size
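Tau K18 P301L fragment (15 uM unlabeled plus 0.24 uM Alexa 594-labeled) in 100 mM sodium acetate pH 7 with compound, fibrillization induced by 20 uM heparin for 6 hr at 37 C. Thioflavin T (30 uM) added, fluorescence read after 1 hr (ex 450, em 510 nm).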
TR SRC2 fluor cs – counter-screen for TRb-SRC2 inhibitors: fluorescence interference | 280,000 tested, 0.29% active | Potency, µM (highest dose often 106 µM), for the others: top-dose fluorescence change, negative = quenching | TRb/SRC2 Texas Red total fluorescence interference | AID 1479; active means well fitted curve in either direction with a large enough effect; inconclusive means small, poorly fitted or top-dose-only effect; further: on the % scale 0 is the no-effect control and ±100 the full control effect
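Human TRβ ligand-binding domain (0.6 uM) and Texas Red SRC2 peptide (20 nM) in Tris buffer with 1 uM T3 and 5% DMSO were incubated with pinned compound for 5 hr at ambient temperature. Total fluorescence was computed as S + 2P (555/632 nm).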
HTT cytoprotect – cytoprotection in Huntington HTT-Q103 PC12 cell model; Potency, µM (top dose mostly 56.4 µM), for the others: cytoprotection (ATP increase), hits mostly activators; PC12 HTT-Q103 induced, cytoprotection, ATP luminescence, 40 h; AID 1471; 230,000 tested, 0.14% active;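 further: % of control where 0% means no effect; nearly all actives have a fitted effect of over 45% in size; toxic huntingtin expression switched on by the ecdysone agonist tebufenozide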
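Readout: ATPlite luminescence (ATP level). Model: stable PC12, inducible Htt exon1 Q103-GFP. Inducer: tebufenozide, 100 nM final. Compounds: dose series. No G418 in medium.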
L3MBTL1 inh – L3MBTL1 (human) inhibition | AID 485360 | 230,000 tested, 0.66% active | Potency, µM (titrated, usually from 57.1 µM), for the others: top-dose activity, negative = inhibition, hits mostly inhibitors | AlphaScreen L3MBTL1–H3K9me1 peptide binding | Q9Y468; further: on the % scale 0 is the no-effect control and ±100 the full control effect; nearly all actives have a fitted effect of over 60% in size
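AlphaScreen assay: L3MBTL1 (50 nM final) was preincubated 30 min at room temperature with biotinylated H3(1-15)K9me1 peptide (75 nM final), then 30 min with library compounds; streptavidin donor and nickel chelate acceptor beads (10 ug/mL final) added, 30 min dark.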
Tau fluor cs – counter-screen for tau fibril formation inhibitors. 280,000 tested, 0.93% active. tau K18 P301L Alexa594 fluorescence, heparin fibrillization. AID 1463. Potency, µM (top dose mostly 57.7 µM), for the others: top-dose activity change, negative = decrease; further: on the % scale 0 is the no-effect control and ±100 the full control effect; nearly all actives have a fitted effect of over 55% in size
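Human K18 P301L tau (15 uM unlabeled plus 0.24 uM Alexa 594-labeled, final) in 100 mM sodium acetate pH 7 was mixed with compound and 20 uM heparin and incubated 6 hr at 37 C.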
Tau FP inhib – tau fibrillization inhibition (FP); K18 P301L tau heparin fibrillization, Alexa594 FP, 6 h; AID 1468; Potency, µM (series often up to 57.7 µM), without a hit: at the top dose activity, negative = inhibition, usual class: inhibitors; 280,000 tested, 0.39% active; further: on the % scale 0 is the no-effect control and ±100 the full control effect; nearly all actives have a fitted effect of over 55% in size
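Heparin (20 uM) drove fibril formation of recombinant tau K18 P301L, 15 uM unlabeled with 0.24 uM Alexa 594 label, for 6 hr at 37 C in 100 mM sodium acetate pH 7. Fluorescence polarization (555/632 nm) read 1 hr after 30 uM ThT.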
RECQ1 inh – RECQ1 (human) helicase inhibition; Potency, µM (doses to about 57.3 µM), for inactives: at the highest dose activity, negative = inhibition, hits mostly inhibitors; 240,000 tested, 0.54% active; P46063; RECQ1 DNA unwinding, red fluorescence kinetic read;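 further: plate controls were vehicle for no effect and no enzyme for full effect; nearly all actives have a fitted effect of over 30% in size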
Target sequence (P46063 whole entry, looked up): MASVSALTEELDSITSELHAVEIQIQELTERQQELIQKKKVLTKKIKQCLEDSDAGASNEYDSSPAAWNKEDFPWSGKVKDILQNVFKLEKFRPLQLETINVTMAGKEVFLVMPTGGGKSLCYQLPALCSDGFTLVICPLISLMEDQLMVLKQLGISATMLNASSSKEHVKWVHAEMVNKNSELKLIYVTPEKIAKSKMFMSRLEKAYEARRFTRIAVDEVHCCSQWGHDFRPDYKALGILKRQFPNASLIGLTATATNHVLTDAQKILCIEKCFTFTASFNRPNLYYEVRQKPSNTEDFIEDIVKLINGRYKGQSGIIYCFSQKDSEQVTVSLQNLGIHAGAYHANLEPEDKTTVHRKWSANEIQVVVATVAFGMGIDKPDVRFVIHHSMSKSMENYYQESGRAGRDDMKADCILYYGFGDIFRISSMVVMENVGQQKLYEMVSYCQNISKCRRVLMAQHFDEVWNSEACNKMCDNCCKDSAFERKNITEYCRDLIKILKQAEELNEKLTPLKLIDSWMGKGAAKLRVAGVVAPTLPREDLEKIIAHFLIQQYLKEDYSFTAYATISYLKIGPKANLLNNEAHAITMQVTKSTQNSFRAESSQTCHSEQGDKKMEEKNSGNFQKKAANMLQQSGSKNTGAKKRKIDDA
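50 nM RECQ1T1 preincubated 15 min with compound in Tris pH 8.0 buffer with MgCl2, DTT, Tween-20 and 2.5 ug/ml poly(dI-dC); started with 200 nM TAMRA/BHQ-2 forked duplex and 2 mM ATP. Unwinding read as fluorescence (525/598 nm), two reads 2 h apart.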
TRb SRC2 PPI – inhibitors of human thyroid hormone receptor beta-SRC2 interaction. P10828. TRbeta-SRC2 peptide binding, fluorescence polarization; receptor liganded with 1 µM T3. Potency, µM (doses to about 106 µM), inactives show top-dose activity change, negative = inhibition, hits mostly inhibitors. 280,000 tested, 0.065% active;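 further: plate controls were bound peptide for no effect and peptide without receptor for full effect; nearly all actives have a fitted effect of over 50% in size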
Target sequence (P10828 whole entry, looked up): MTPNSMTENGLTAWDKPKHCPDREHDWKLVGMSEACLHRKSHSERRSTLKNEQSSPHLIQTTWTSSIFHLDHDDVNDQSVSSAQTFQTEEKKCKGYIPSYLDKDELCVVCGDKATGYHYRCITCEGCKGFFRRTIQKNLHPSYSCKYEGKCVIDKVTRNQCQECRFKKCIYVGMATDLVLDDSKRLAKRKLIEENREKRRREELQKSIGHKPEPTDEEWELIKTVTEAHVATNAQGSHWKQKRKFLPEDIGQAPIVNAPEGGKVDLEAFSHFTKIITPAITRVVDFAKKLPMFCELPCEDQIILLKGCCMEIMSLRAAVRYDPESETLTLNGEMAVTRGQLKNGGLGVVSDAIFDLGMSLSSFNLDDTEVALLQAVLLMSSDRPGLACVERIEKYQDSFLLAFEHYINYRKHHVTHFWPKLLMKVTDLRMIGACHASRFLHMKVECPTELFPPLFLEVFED
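Quantitative HTS by FP: 0.6 uM TRb LBD, 20 nM labeled SRC2 20-mer, 1 uM T3, 5% DMSO; 5 hr ambient incubation; % activity per concentration and potencies from concentration series.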
Numbers without * were called inactive; i = inactive; ? = inconclusive; · = no result given; & = joins results of further samples; [ ] = dose if it differs, or a comment. Unless noted, the call rests on the fitted dose curve; in most records, active means well fitted curve in the direction sought with a large enough effect; inconclusive means small, poorly fitted or top-dose-only effect, or another doubt; inactive means no such curve, though single readings can be large; an effect the other way counts as inactive or inconclusive. Potency means the concentration at half of the fitted maximal effect. The list is partial; the hit share may differ from the screen's.

SMILES	Tau ThT inhib	TR SRC2 fluor cs	HTT cytoprotect	L3MBTL1 inh	Tau fluor cs	Tau FP inhib	RECQ1 inh	TRb SRC2 PPI
CCN(CC(=O)Nc1ccc(OC(F)F)cc1)C1CCCCC1	-6%	-5%	-1%[10 µM]	4%	-18%	0%	-1%	2%
O=C(C(c1ccccc1)c1ccccc1)N1CCN(CC(O)COc2ccccc2)CC1 (stereo unspecified)	-11%	-4%	15%[10 µM]	·	-1%	2%	28%	0%
CN(CCc1cn[nH]c1)C(=O)CC1C(=O)NCCN1Cc1cccc(Oc2ccccc2)c1 (stereo unspecified)	-18%	-7%	3%	-7%	-2%	0%	1%	-3%
S=C(NCCCc1cnc[nH]1)NCCCN(Cc1ccc(Cl)c(Cl)c1)c1ccc(Br)cn1	?	-1%	-350%[inhibitor]	·	?	?	-3%	2%
C#CCOc1ccccc1CNc1ccccc1	?	-2%	·	10%	-27%	12%	-4%	3%
O=C(NNC1CC(=O)N(c2ccccc2)C1=O)c1ccccc1Cl (stereo unspecified)	-7%	-7%	15%[10 µM]	3%	-3%	1%	-4%	-5%
Cn1cc([N+](=O)[O-])c(C(=O)NCc2cc3ccccc3[nH]2)n1	-7%	-9%	·	7%	-12%	-4%	-2%	4%
Cc1cc(NC(=O)Cn2nnc3sc4c(c3c2=O)CCC(C(C)(C)C)C4)no1 (stereo unspecified)	-11%	0%	-15%[10 µM]	-7%	-18%	-10%	-11%	11%
CCCNC(=O)CN1CCN(c2ncc(NC(=O)c3ccc(Cl)cc3)cc2C(=O)O)CC1	-7%	1%	·	·	-8%	?	·	-1%
CCNC(=O)NC(=O)C(C)Oc1ccc(Br)cc1Br (stereo unspecified)	-7%	0%	-25%	-26%	-16%	-6%	-6%	0%
CCOCCCn1c(=N)c(C(=O)NCc2cccnc2)cc2c(=O)n3ccccc3nc21	-17%	-4%	·	·	-21%	1%	·	13%
COC(=O)[C@@]1(C)CCC[C@@]2(C)c3ccc(O)c(C(C)C)c3CCC21 (stereo partly specified)	?	-2%	-352%[inhibitor]	·	16µM*[quencher]	-11%	-1%	6%

3 consecutive compounds from above:
SMILES	Tau ThT inhib	TR SRC2 fluor cs	HTT cytoprotect	L3MBTL1 inh	Tau fluor cs	Tau FP inhib	RECQ1 inh	TRb SRC2 PPI
CCNC(=O)NC(=O)C(C)Oc1ccc(Br)cc1Br (stereo unspecified)	-7%	0%	-25%	-26%	-16%	-6%	-6%	0%
CCOCCCn1c(=N)c(C(=O)NCc2cccnc2)cc2c(=O)n3ccccc3nc21	-17%	-4%	·	·	-21%	1%	·	13%
COC(=O)[C@@]1(C)CCC[C@@]2(C)c3ccc(O)c(C(C)C)c3CCC21 (stereo partly specified)	?	-2%	-352%[inhibitor]	·	16µM*[quencher]	-11%	-1%	6%

Other results
SMILES	Tau ThT inhib	TR SRC2 fluor cs	HTT cytoprotect	L3MBTL1 inh	Tau fluor cs	Tau FP inhib	RECQ1 inh	TRb SRC2 PPI
Cc1cc(C(=O)NCc2cc(C(=O)O)co2)co1	1%	0%	-28%	?	9%	-2%	-3%	5%
CC(=O)NC(Cc1ccccc1)c1ccc2c(c1)OCCCO2 (stereo unspecified)	1%	3%	·	4%	-3%	3%	5%	0%
Cc1ccc2cc(CN(C(=O)c3cccs3)c3ccccc3)c(=O)[nH]c2c1	2%	0%	-2%[10 µM]	-8%	-2%	-1%	0%	-1%
CCN(CC)CCOC(=O)C1c2ccccc2Oc2ccccc21	3%	-2%	11%	4%	6%	-6%	7%	-17%
Cc1ccc(-c2[nH]nc(N)c2N=Nc2ccccc2C)cc1	16µM*	0%	-23%	?	11µM*[quencher]	-5%	i	-2%
Cc1sc(NC(=O)c2ccccc2)c(C(c2ccc(Cl)cc2)N2CCN(CCO)CC2)c1C (stereo unspecified)	6%	0%	·	-24%	2%	6%	-1%	12%
Cc1ccc(-c2noc(C3CCN(S(C)(=O)=O)CC3)n2)o1	-4%	-1%	0%	1%	-5%	-1%	0%	-13%
COc1ccccc1-c1c(C)nn2c(-c3ccccc3)cc(C)nc12	·	-2%	4%[10 µM]	·	?	-13%	-4%	-1%
CC1=C(C(=O)Nc2ccccc2)C(c2ccccc2C)n2nc(SCC(=O)c3ccc(C)cc3)nc2N1 (stereo unspecified)	?	-25%	·	·	22%	8%	·	3%
COc1ccc(NC(=O)CCCC(=O)O)cc1Cl	4%	-3%	-27%	-4%	4%	6%	-6%	-7%
CCN(CC)C(=O)CSCC(=O)Nc1ccccc1	-10%	-4%	8%[10 µM]	-1%	-7%	-3%	-4%	-7%
Cc1ccc(O)c(C(=O)c2cc(C#N)c(=O)n(-c3c(C)n(C)n(-c4ccccc4)c3=O)c2)c1	-5%	3%	-3%	1%	-3%	0%	i	-1%
CCCCNC(=O)c1ccc2c(c1)N(Cc1ccc(F)cc1)C(=O)c1ccccc1S2=O (stereo unspecified)	6%	1%	·	·	-22%	4%	·	-5%
Nc1nc(CSCCO)nc(Nc2ccccc2)n1	-5%	-5%	-3%	0%	-2%	-1%	0%	0%
CC(C)(C)NC[C@@H](O)COc1nsnc1N1CCOCC1	-2%	-1%	?	·	-2%	2%	18%	-1%
CN(C)c1nc(N)nc(CSc2ncc(Cl)cc2Cl)n1	-11%	-2%	-9%	13%[11.4 µM]	-6%	-1%	2%	-1%
Cc1ccccc1N=C/C=C1/C=C(c2ccccc2)OC(C)(C)O1	?	-2%	32%[10 µM]	-18%	-3%	7%	-3%	-12%
CC1CCCN(C(=O)C2CCC(CNc3c(N4CCCCC4)c(=O)c3=O)CC2)C1 (stereo unspecified)	0%	0%	12%[10 µM]	7%	1%	2%	17%	4%
CC1CC(C)CN(C(=O)C(Cc2ccccc2)n2cccc2)C1 (stereo unspecified)	·	-1%	7%[10 µM]	·	-2%[0.0958 µM]	-2%[0.0958 µM]	0%	3%
CC1CCN(C(=O)c2[nH]cnc2C(=O)N[C@@H](CCCCNC(=O)OC(C)(C)C)C(=O)OC(C)(C)C)CC1	3%	-3%	5%[10 µM]	·	-1%	-1%	i	3%
O=c1c2ccccc2nc2c3ccccc3c(NCc3ccccn3)nn12	-14%	-2%	-21%	3%	-21%	-9%	-6%	4%
Cc1ccccc1NC(=O)CC(O)(C(F)(F)F)C(F)(F)F	-3%	0%	30%	·	-8%	-1%	-5%	-3%
O=c1cc(-c2ccccc2)nc2cc(-c3ccco3)[nH]n12	?	-5%	-12%[10 µM]	-7%	-14%	0%	-12%	-1%
COc1ccc(Br)cc1C(=O)Nc1nc2ccc(F)cc2s1	-24%	1%	·	·	-30%	?	·	-4%
CC(C)c1ccc(OCC(O)CN2CCN(c3ccccc3)CC2)cc1 (stereo unspecified)	?	0%	0%	·	-26%	14%	0%	-4%
Cc1ccc(C=C2C(=O)c3ccccc3C2=O)o1	8.9µM*	14%	25%[10 µM]	?	4%	?	-29%	21%
O=S(=O)(CCc1ccccc1)c1nnnn1C1CCCCC1	0%	1%	?	·	-3%	-6%	8%	8%
Cc1ccc(CS(=O)(=O)c2cn(CC(=O)N(C)c3ccccc3)c3ccccc23)cc1	-4%	?	·	·	-6%	8%	·	-2%
Clc1ccc2nc(CSc3ccccc3)cn2c1	-16%	-3%	6%[10 µM]	2%	-7%	-7%	i	6%
NC(=S)Nc1ccc(C(F)(F)F)cc1Cl	-6%	-1%	-12%[10 µM]	1%	-9%	-7%	i	8%
CCc1c(C)nc2ncnn2c1N1CCCC(C(=O)NCCc2ccc(OC)cc2)C1 (stereo unspecified)	-1%	0%	-12%	-7%	2%	0%	-12%	0%
O=C(O)c1c(-c2ccccc2)oc2ccc(OCc3ccc(Cl)c(Cl)c3)cc12	?	6%	·	·	-17%	-1%	·	-4%
O=C(NCc1cccnc1)C(=O)Nc1nc(C23CC4CC(CC(C4)C2)C3)cs1	-10%	-1%	-25%[10 µM]	-1%	-7%	17%	-10%	2%
COc1ccccc1C(=O)NCC1(N2CCN(C)CC2)CCCCC1	-1%	4%	·	·	-3%	-3%	·	-2%
CCCN(CCC)CCNC(=O)C1CCN(c2nc3ccc(CC)cc3s2)CC1	?	-2%	·	·	-23%	0%	·	-4%
Cc1cccc(C)c1Nc1nnc(SCc2cn3cccc(C)c3n2)s1	-12%	2%	23%[10 µM]	-6%	-5%	-1%	-3%	-3%
S=C(NCc1cccs1)Nc1cc(Cl)cc(Cl)c1	-2%	0%	-10%[10 µM]	16%	?	18µM*	-15%	5%
CC(C)C[C@@H](CC(=O)N[C@@H](CCC(=O)O)CC(=O)O)NC(=O)[C@@H]1CCCC[C@H]1NC(=O)C[C@@H](NC(=O)C[C@H](CO)NC(=O)[C@@H]1CCCC[C@H]1N)C(C)C	3%	-4%	-22%	·	1%	-2%	-5%	1%
COCC(=O)Nc1cc(C(=O)Nc2ccccc2)ccc1Cl	-9%	0%	-4%[10 µM]	6%	-12%	-2%	-2%	6%
Cc1ccc2nc(C)c3c(c2c1)COC3	-5%	-3%	·	4%	-3%	-6%	6%	0%
Cc1ccccc1-c1nnn(CC(=O)Nc2cccc(S(N)(=O)=O)c2)n1	0%	0%	?	6%	-5%	1%	-14%	8%
COC(=O)CCCC1=CC2=C(c3ccccc3)C(=O)C(C)(OC(=O)C3CCCC3)C(=O)C2=CN1c1ccccc1 (stereo unspecified)	-6%[11.5 µM]	-2%[11.2 µM]	8%&-13%[10 µM]	·	-6%[11.6 µM]	7%[11.6 µM]	-23%[11.5 µM]	10%[11.2 µM]
O=C(O)CC1C(=O)OCN1C(=O)OCc1ccccc1 (stereo unspecified)	-9%	-4%	-12%	14%	-3%	-9%	i	-8%
COc1cccc(CNc2nn[nH]n2)c1OC	-10%	-3%	-3%[10 µM]	8%	-3%	-1%	i	-8%
CCn1c(CC(=O)Nc2ccc(C)cc2)nnc1SCC(=O)Nc1nc(C)cs1	-5%	3%	-15%	1%	1%	-2%	-12%	-2%
